Source: PubChem BioAssay
GSK3B inh = blocks human GSK3beta kinase activity; AID 2097; P49841; activity score (negative = inhibition), % at 10 µM; hit rate 0.038% among 300,000; GST-GSK3beta kinase, ADP-Glo luminescence, 60 min; active compounds read low;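 active = more than half of replicate wells score below -50%, meaning over 50% inhibition versus plate controls; inconclusive = some replicates but at most half score below -50%; inactive = no replicate scores below -50%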;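 note: 0% = median DMSO wells and -100% = median GW8510 positive control wells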
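Test system: GST-tagged human GSK3beta kinase, cell-free; evaluation: activity score scaled between in-plate DMSO and GW8510 controls; measured by: ADP-Glo luminescence; incubation: 60 min reaction, RT; benchmarks: DMSO and 20 µM GW8510; reagent: peptide substrate plus 25 µM ATP (final); medium: Tris/MgCl2 kinase buffer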
AI-2 QS modul = modulates the Vibrio harveyi AI-2 quorum sensing system; Vibrio harveyi JMH597 AI-2 luminescence/OD600 ratio, 9 h; active compounds read low; strain lacks LuxN and CqsS sensors; 0 = neutral-control median; hit rate 0.4% among 300,000; activity change, % at 7.5 µM; in the data active = activity change below about -75%, passing the limit was not always enough; inconclusive = no clear call, values can overlap the other calls;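 note: luminescence divided by OD600 gain over 9 h not by final OD600 alone; inactives centre near 13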
HSF1 inhib = HSF1 inhibition; hit rate 0.77% among 300,000; NIH3T3-HGL HSE-luciferase, MG132-induced, luminescence 8 h; active compounds read low; AID 2098; activity change, negative = inhibition, % at 7.5 µM (by protocol);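 active = more than half of replicate wells show activity change below -50%, luminescence cut by over half; inconclusive = some wells, but at most half, below -50%; inactive = no replicate well below -50%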;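 note: luciferase reports HSF-1 transcriptional activity via heat shock element; 0% = median of DMSO wells and -100% = zero luminescence signal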
DYRK1A inh = Dyrk1A (rat) kinase inhibition; Q63470; ADP-Glo luminescence, NFATc1 peptide; inhibition, % at 12.5 µM; hit rate 0.43% among 310,000; AID 504441; in the data active = inhibition above about 50%;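 note: plate controls were vehicle with enzyme for no effect and no enzyme for full effect; many of its hits are not listed in these tables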
HDAC3 inhib = inhibitors of human histone deacetylase 3 | inhibition, % at 8.3 µM | hit rate 0.15% among 320,000 | recombinant HDAC3, fluorogenic peptide/trypsin coupled, fluorescence | O15379; in the data active = inhibition above about 26%, passing the limit was not always enough; inconclusive = no clear call, values can overlap the other calls
Target sequence (O15379 whole entry, looked up): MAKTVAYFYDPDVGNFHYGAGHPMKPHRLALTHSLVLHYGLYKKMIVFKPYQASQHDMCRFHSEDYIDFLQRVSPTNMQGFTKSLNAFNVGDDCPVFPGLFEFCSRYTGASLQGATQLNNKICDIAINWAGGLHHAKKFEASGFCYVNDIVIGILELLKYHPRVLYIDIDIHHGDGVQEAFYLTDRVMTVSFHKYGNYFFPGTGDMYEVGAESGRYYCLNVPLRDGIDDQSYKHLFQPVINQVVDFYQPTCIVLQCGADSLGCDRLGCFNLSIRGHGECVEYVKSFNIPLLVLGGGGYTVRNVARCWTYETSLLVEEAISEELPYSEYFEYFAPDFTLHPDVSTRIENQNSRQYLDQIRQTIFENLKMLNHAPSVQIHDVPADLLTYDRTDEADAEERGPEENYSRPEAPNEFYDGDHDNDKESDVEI
Platelet DG rel = platelet dense granule release activity. human platelet-rich plasma, SFLLRN dense granule ATP release, luminescence. inhibition, %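 (compounds screened at 7.5 µM in platelet-rich plasma)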. hit rate 0.22% among 300,000. AID 1663;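 active = mean replicate score, as percent of positive control, at or above 50; inconclusive = mean below 50 but at least one replicate at or above 50; inactive = mean and every replicate below 50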
PolyA inh = blocks polyadenylation in yeast reporter cells; hit rate 0.02% among 300,000; S. cerevisiae SKY197-pL101 polyadenylation reporter, beta-gal luminescence; efflux-impaired pdr1/pdr3 knockout yeast; score 100 = 6 SD above DMSO; calls only at 12 µM;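 active = lowest replicate activity score at least 50, where 100 means six control SD above control mean; inconclusive = lowest score under 50 but half or more replicates reach 50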;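 note: yeast exposed to compound for 9 h at 30 °C; higher score means more reporter readthrough which indicates perturbed polyadenylation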
HSP90 inh = HSP90 refolding inhibition in rabbit reticulocyte lysate; luciferase refolding luminescence, 3 h; inhibition, % at 5.6 µM; hit rate 0.91% among 290,000; AID 1789;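 active = inhibition above the screen-wide mean plus 3 SD, computed separately per campaign, cut at about 16% in these data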;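 note: 0% = DMSO wells and 100% = 60 µM geldanamycin wells; inhibitors lower the luminescence because luciferase stays unfolded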
HSF1 activator = increases HSF-1 driven luciferase reporter signal; hit rate 1.7% among 300,000; activation, % at 9 µM; NIH3T3-HGL HSF-1 luciferase reporter, MG132, 8 h; 100% = twice DMSO control signal; AID 504408;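 active = mean replicate activation of at least 50% with a set share of replicates each reaching 50%; inconclusive = only one of those two conditions met; inactive = mean below 50% and too few replicates reaching it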;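 note: 0% = median of the neutral control wells and 100% = twice that signal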
GSK3 alpha inh = human GSK-3 alpha kinase inhibition. inhibition, % at 10 µM. P49840. ADP-Glo luminescence, 60 min. hit rate 0.1% among 320,000. AID 2650;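 in the data active = inhibition above about 50%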;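 note: GST-tagged GSK-3 alpha with peptide substrate and 25 µM ATP; 0% = DMSO neutral wells and 100% = GW8510 positive control wells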
Target sequence (P49840 whole entry, looked up): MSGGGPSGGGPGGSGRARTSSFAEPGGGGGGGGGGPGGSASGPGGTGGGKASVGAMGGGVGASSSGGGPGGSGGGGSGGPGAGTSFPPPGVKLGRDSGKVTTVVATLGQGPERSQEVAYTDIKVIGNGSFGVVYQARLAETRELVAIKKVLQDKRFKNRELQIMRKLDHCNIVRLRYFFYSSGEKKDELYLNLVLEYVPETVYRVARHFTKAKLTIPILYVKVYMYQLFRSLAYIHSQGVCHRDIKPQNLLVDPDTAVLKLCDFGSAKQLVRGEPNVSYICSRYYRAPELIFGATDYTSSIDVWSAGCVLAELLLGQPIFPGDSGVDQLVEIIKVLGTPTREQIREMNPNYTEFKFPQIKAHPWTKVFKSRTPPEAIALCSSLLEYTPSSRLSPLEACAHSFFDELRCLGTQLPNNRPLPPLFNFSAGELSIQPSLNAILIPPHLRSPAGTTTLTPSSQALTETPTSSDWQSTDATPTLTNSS
An asterisk follows results filed as active; i = inactive; ? = inconclusive; . = no result given. Not all compounds are listed. The share of hits here may be higher or lower than overall.

Field names – A = GSK3B inh; B = AI-2 QS modul; C = HSF1 inhib; D = DYRK1A inh; E = HDAC3 inhib; F = Platelet DG rel; G = PolyA inh; H = HSP90 inh; I = HSF1 activator; J = GSK3 alpha inh
#1 CCOc1ccccc1NC(=O)/C=C/C(N)=O
  A: 0; B: 0; C: 19; D: 11; E: 9; F: 9; G: i; H: 1; I: 14; J: -3

#2 O=C(COc1ccccc1)NC(=S)Nc1ccc2c(c1)Cc1ccccc1-2
  A: -3; B: 13; C: 3; D: -5; E: -6; F: 8; G: i; H: 6; I: 2; J: 1

#3 CCCCC(CC)c1nnc(NC(=O)c2cccs2)s1 (stereo not given)
  A: 0; B: 19; C: -1; D: 3; E: .; F: -6; G: i; H: 4; I: -12; J: .

#4 O=C1CCCCC1C(=O)c1cn(-c2ccc(Cl)c(Cl)c2)nn1 (stereo not given)
  A: -1; B: 27; C: 5; D: .; E: -14; F: -2; G: i; H: -2; I: 24; J: -2

#5 COc1ccc(C2Nc3ccccc3C(=O)N2c2ccccc2)cc1CN1CCOCC1 (stereo not given)
  A: 2; B: 16; C: -2; D: -1; E: -23; F: 4; G: .; H: -3; I: 11; J: 2

#6 O=C(NC1CCCC1)C(c1ccccn1)N(C(=O)c1csnn1)c1ccccc1F (stereo not given)
  A: -4; B: 14; C: 4; D: -1; E: 0; F: -2; G: i; H: -4; I: 3; J: -4

#7 Cc1ccccc1S(=O)(=O)Nc1ncc(C(F)(F)F)cc1Cl
  A: 4; B: 39; C: 2; D: -5; E: 7; F: -6; G: i; H: -4; I: -2; J: -7

#8 Nc1nnnn1NCc1cccc(OCc2ccccc2)c1
  A: 1; B: 15; C: -4; D: 0; E: 4; F: 6; G: i; H: -3; I: -1; J: -23

#9 COc1ccc(CN(C)CC(=O)Nc2ccc(Cl)cc2F)c(OC)c1
  A: -6; B: 6; C: 5; D: .; E: 0; F: 1; G: i; H: 10; I: 5; J: -1

#10 COc1ccc(C(=O)CC(=O)C(=O)Nc2cc(OC)ccc2OC)cc1
  A: -1; B: 12; C: -1; D: -1; E: 3; F: -3; G: i; H: -1; I: 7; J: -3

Further compounds:
Field names – A = GSK3B inh; B = AI-2 QS modul; C = HSF1 inhib; D = DYRK1A inh; E = HDAC3 inhib; F = Platelet DG rel; G = PolyA inh; H = HSP90 inh; I = HSF1 activator; J = GSK3 alpha inh
#11 CCOC(=O)C1CCN(c2ncnc3c2oc2ccccc23)CC1
  A: 0; B: 10; C: -1; D: 3; E: -5; F: 0; G: i; H: -1; I: -2; J: 0

#12 O=C(Cc1ccc(Cl)cc1)Nc1ccc(CN2CCCCC2)cc1
  A: -1; B: 26; C: -4; D: 20; E: 3; F: 0; G: i; H: -3; I: 18; J: -3

#13 O=C(C1CCCN(S(=O)(=O)c2cccc3nsnc23)C1)N1CCCCCC1 (stereo not given)
  A: -1; B: 2; C: 4; D: .; E: 2; F: -11; G: i; H: -6; I: 20; J: 8

#14 O=C(NCc1ccco1)c1cccc(-c2nnc(-c3ccccc3)o2)c1
  A: -2; B: 20; C: 8; D: 2; E: 2; F: -3; G: i; H: 0; I: 19; J: -3

#15 CCOc1ccc(-n2c(=O)c3c4c(sc3n(CC(=O)NCc3ccco3)c2=O)CCC4)cc1
  A: 3; B: 26; C: 9; D: 4; E: 7; F: -8; G: i; H: 0; I: 47; J: -4

#16 CC1Cc2ccccc2N1CC(=O)NCc1ccc2c(c1)OCO2 (stereo not given)
  A: -2; B: 14; C: -10; D: 0; E: 7; F: -5; G: i; H: 1; I: -22; J: 2

#17 COc1cc(C2NC(=O)NC(O)(C(F)(F)F)C2C(=O)c2ccc(Cl)cc2)ccc1O (stereo not given)
  A: .; B: .; C: .; D: -1; E: 7; F: .; G: .; H: 5; I: .; J: -3

#18 Cc1ccc(SC2=C(C(=O)O)CCCC2)cc1
  A: -2; B: 10; C: 1; D: -2; E: -7; F: 3; G: i; H: 0; I: 12; J: -4

#19 CCNC(=S)Nc1ccc(NC(=O)c2ccccc2O)cc1
  A: 1; B: ?; C: 3; D: -12; E: 4; F: 8; G: i; H: -1; I: 14; J: -3

#20 COc1ccc(C(=O)C(C)[n+]2ccc(C)c3ccccc32)cc1[N+](=O)[O-] (stereo not given)
  A: 0; B: 41; C: -5; D: 4; E: 4; F: 1; G: i; H: -1; I: 3; J: -5

Gathered by group, those above with a furan ring, fused or not
Field names – A = GSK3B inh; B = AI-2 QS modul; C = HSF1 inhib; D = DYRK1A inh; E = HDAC3 inhib; F = Platelet DG rel; G = PolyA inh; H = HSP90 inh; I = HSF1 activator; J = GSK3 alpha inh
#11 CCOC(=O)C1CCN(c2ncnc3c2oc2ccccc23)CC1
  A: 0; B: 10; C: -1; D: 3; E: -5; F: 0; G: i; H: -1; I: -2; J: 0

#14 O=C(NCc1ccco1)c1cccc(-c2nnc(-c3ccccc3)o2)c1
  A: -2; B: 20; C: 8; D: 2; E: 2; F: -3; G: i; H: 0; I: 19; J: -3

#15 CCOc1ccc(-n2c(=O)c3c4c(sc3n(CC(=O)NCc3ccco3)c2=O)CCC4)cc1
  A: 3; B: 26; C: 9; D: 4; E: 7; F: -8; G: i; H: 0; I: 47; J: -4

(next part)
Field names – A = GSK3B inh; B = AI-2 QS modul; C = HSF1 inhib; D = DYRK1A inh; E = HDAC3 inhib; F = Platelet DG rel; G = PolyA inh; H = HSP90 inh; I = HSF1 activator; J = GSK3 alpha inh
#21 CN(c1ccc(C(=O)NCc2ccccn2)cc1)S(C)(=O)=O
  A: -2; B: -2; C: -7; D: 4; E: -1; F: 6; G: i; H: 0; I: 8; J: -1

#22 COc1ccc(NS(=O)(=O)c2ccc(N3CCOCC3)c(NC(=O)c3ccccc3Br)c2)cc1
  A: 2; B: 27; C: 2; D: 17; E: -2; F: 6; G: i; H: 0; I: 13; J: -3

#23 Cn1nc(-c2ccc(N3CCOCC3)c(NS(=O)(=O)c3ccccc3)c2)c2ccccc2c1=O
  A: 3; B: 12; C: -1; D: -15; E: -4; F: 4; G: i; H: 3; I: 11; J: -3

#24 COc1ccc(N2CC(C(=O)Nc3nnc(SCC(=O)NCC4CCCO4)s3)CC2=O)cc1 (stereo not given)
  A: 2; B: 13; C: 18; D: -4; E: -5; F: 0; G: i; H: 3; I: 41; J: 3

#25 Cc1cccnc1NC(=O)CCCN1C(=O)c2ccccc2C1=O
  A: -1; B: 26; C: -14; D: .; E: -1; F: 1; G: i; H: 4; I: 0; J: 1

#26 Cc1ccccc1NS(=O)(=O)c1ccc(C(=O)NCC2CCCO2)cc1 (stereo not given)
  A: 0; B: 11; C: -4; D: 0; E: .; F: 19; G: i; H: .; I: -3; J: .

#27 CCC(NS(=O)(=O)c1ccc(C)cc1)C(=O)N1CCOCCOCCOCC1 (stereo not given)
  A: -2; B: -8; C: -5; D: 3; E: -2; F: -10; G: i; H: 2; I: 11; J: 7

#28 Oc1ccc(NC(=S)N=Nc2c(O)[nH]c3ccccc23)cc1
  A: -18; B: 31; C: 2; D: 24; E: 7; F: 2; G: i; H: -4; I: 32; J: -1

#29 CC1Cc2cc(S(=O)(=O)N3CCC(C(N)=O)CC3)ccc2N1C(=O)C1CC1 (stereo not given)
  A: 1; B: 16; C: -3; D: .; E: -3; F: -71; G: i; H: 0; I: 11; J: 4

#30 COc1ccc(S(=O)(=O)Nc2cccc(Cl)c2)cc1OC
  A: -1; B: 14; C: -1; D: 2; E: 1; F: -2; G: i; H: -1; I: -4; J: -3

Single records, as listed above:
Results for Cc1ccccc1NS(=O)(=O)c1ccc(C(=O)NCC2CCCO2)cc1 (stereo not given) → GSK3B inh = 0; AI-2 QS modul = 11; HSF1 inhib = -4; DYRK1A inh = 0; HDAC3 inhib = .; Platelet DG rel = 19; PolyA inh = i; HSP90 inh = .; HSF1 activator = -3; GSK3 alpha inh = .
Results for Cc1cccnc1NC(=O)CCCN1C(=O)c2ccccc2C1=O → GSK3B inh = -1; AI-2 QS modul = 26; HSF1 inhib = -14; DYRK1A inh = .; HDAC3 inhib = -1; Platelet DG rel = 1; PolyA inh = i; HSP90 inh = 4; HSF1 activator = 0; GSK3 alpha inh = 1
